Screening results (PubChem BioAssay)
TAAR1 antagonist – human TAAR1 antagonists, primary screen, Fluo-8 calcium fluorescence, CHO RD-HGA16 cells. antagonist. inhibition, % at 3 µM. hit rate 1.5% among 360,000. AID 624466, 2012;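 active = inhibition above a per-plate cutoff, the mean inhibition of test compounds on that plate plus 3 SD, cut at about 49% in these data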;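 also: 0% = DMSO plus EC80 beta-PEA response and 100% = DMSO alone without agonist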
Target sequence (Q96RJ0 whole entry, looked up): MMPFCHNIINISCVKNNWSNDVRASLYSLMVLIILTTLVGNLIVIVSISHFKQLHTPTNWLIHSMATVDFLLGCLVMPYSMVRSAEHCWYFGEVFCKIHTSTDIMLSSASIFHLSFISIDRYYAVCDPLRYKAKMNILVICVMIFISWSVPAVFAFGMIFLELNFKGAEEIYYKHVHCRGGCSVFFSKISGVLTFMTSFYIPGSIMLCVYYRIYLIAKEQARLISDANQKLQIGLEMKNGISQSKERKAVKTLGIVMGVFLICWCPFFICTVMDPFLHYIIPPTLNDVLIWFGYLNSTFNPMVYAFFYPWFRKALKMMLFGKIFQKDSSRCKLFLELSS
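System: RD-HGA16 CHO cells with stable hTAAR1 and Gα16 | Probe or stimulus: EC80 β-phenethylamine stimulus | Dosing: 3 µM, single point | Times: Dye loading 75 min at 37 °C, then 30 min room temperature | Measured by: Fluo-8 calcium-sensitive fluorescence | Read-out basis: % inhibition of agonist calcium response | Replicates: n of 1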
OXTR potentiator – human OXTR potentiators, primary screen, fluorescence, CHO-OTR cells, Fluo-8 calcium. Fluo-8 calcium fluorescence, potentiator mode; 0% = oxytocin EC15, 100% = EC100. Oxytocin receptor (Homo sapiens), P30559. activation, % at 3 µM. hit rate 0.061% among 320,000. AID 2445, 2010;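 active = activation above that plate's cutoff, the mean activation of tested compounds plus 3 SD, cut at about 6.6% in these data, passing the limit was not always enough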;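 also: 100% uses oxytocin at 75 nM as the full agonist control; some results filed as inactive read as strong as hits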
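Material: CHO-OTR cells, human receptor; compound dosing: single dose, 3.0 µM nominal final compound concentration; schedule: 6 min compound pre-incubation at room temperature, 100 s kinetic read; measured by: kinetic Fluo-8 calcium fluorescence; read-out basis: % activation vs EC15 and EC100 oxytocin; controls: EC15 oxytocin alone as 0%, 75 nM oxytocin as 100%; replicates: singlicate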
CHO parental Ca – ATP-evoked calcium signal inhibitors, parental CHO, primary screen, counter-screen for OX1R antagonist project, cell-based, fluorescence, Fluo-8 calcium dye. parental CHO-K1, ATP-induced calcium, Fluo-8 fluorescence. hit rate 0.63% among 330,000. AID 463079, 2010. inhibition, % at 5.6 µM;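 active = inhibition above that plate's mean sample inhibition plus 3 SD, cut at about 26% in these data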;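 also: 0% = ATP-challenged DMSO wells and 100% = DMSO wells without ATP; some compounds past the cut are filed as inactive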
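Measured by: calcium-sensitive Fluo-8 fluorescence / Test system: CHO parental line / Controls: ATP-challenged DMSO wells low, unchallenged DMSO wells high / Measure: % inhibition / Compound: single nominal dose of 5.6 µM per compound / Replicates: single well per compound, no replicates / Reagent: ATP as calcium-mobilizing challenge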
CHO-K1 Ca antag – counter-screen for M1 antagonists: effect in parental CHO-K1 cells; ATP-induced calcium, Fluo-8 fluorescence; inhibition, % at 3 µM; hit rate 0.6% among 360,000; AID 602250;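 active = inhibition above a per-plate cutoff, the plate's mean sample inhibition plus 3 SD, cut at about 24% in these data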;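 also: 0% = DMSO plus EC80 ATP and 100% = DMSO alone without ATP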
CHRM1 agonist – human M1 muscarinic receptor agonists, primary screen, Fluo-8 calcium fluorescence, CHO-K1 cells, HTS; Muscarinic acetylcholine receptor M1 (Homo sapiens), P11229; AID 588814, 2011; activation, % at 3 µM; hit rate 0.33% among 360,000; CHO-K1 hM1, agonist mode; 0% DMSO, 100% acetylcholine EC100;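 active = activation above the run's mean compound activation plus 3 SD, cut at about 16% in these data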;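 also: peak over basal fluorescence ratio within a 140 s kinetic read after compound addition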
Target sequence (P11229 whole entry, looked up): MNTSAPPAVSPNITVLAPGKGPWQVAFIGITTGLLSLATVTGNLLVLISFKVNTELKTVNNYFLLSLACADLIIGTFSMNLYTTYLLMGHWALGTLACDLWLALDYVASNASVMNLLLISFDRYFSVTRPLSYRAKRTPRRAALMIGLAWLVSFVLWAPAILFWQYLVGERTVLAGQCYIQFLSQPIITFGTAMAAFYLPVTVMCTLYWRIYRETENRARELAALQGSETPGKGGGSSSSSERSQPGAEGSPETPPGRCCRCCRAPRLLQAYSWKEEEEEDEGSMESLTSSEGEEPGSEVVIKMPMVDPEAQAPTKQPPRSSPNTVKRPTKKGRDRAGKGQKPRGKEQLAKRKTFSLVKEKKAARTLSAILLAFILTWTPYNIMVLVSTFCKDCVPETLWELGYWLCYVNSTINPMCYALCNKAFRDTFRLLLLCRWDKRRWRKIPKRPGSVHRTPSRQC
M1 antag – human M1 muscarinic receptor antagonists, primary screen, CHO-K1 cells, Fluo-8 calcium fluorescence, 1536-well | CHO-K1 hM1, ACh EC80 antagonist | inhibition, % at 3 µM | hit rate 1.3% among 360,000;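 active = percent inhibition above its own plate's cutoff, namely the mean of that plate's compound wells plus 3 SD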;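 also: peak over basal fluorescence ratio during 140 s after agonist addition; 0% = ACh EC80 plus DMSO and 100% = DMSO alone without agonist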
TAAR1 ag – human TAAR1 agonists, primary screen, Fluo-8 calcium fluorescence, CHO RD-HGA16 cells | Trace amine-associated receptor 1 (Homo sapiens), Q96RJ0 | vehicle wells 0%, saturating PEA agonist 100% | activation, % at 3 µM | hit rate 0.99% among 360,000;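 active = activation above the mean activation of all test compounds in the run plus 3 SD, cut at about 38% in these data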
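System: CHO-derived RD-HGA16 cells with stable Gα16 and human TAAR1. Times: 17-24 h plating, Fluo-8 75 min 37 °C, 30 min RT. Measured by: calcium-sensitive Fluo-8 signal, excitation 470-495, emission 515-575 nm. Read-out basis: % activation relative to PEA EC100 response. Control set: DMSO and PEA EC100. Repeats: no replicates (n 1).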
CHO-K1 Ca ag – counter-screen for M1 agonists: effect in parental CHO-K1 cells. activation, % at 3 µM. hit rate 0.48% among 360,000. Fluo-8 calcium fluorescence; scaled to maximal ATP response, vehicle zero; in the data active = activation above about 15%;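 also: untransfected CHO-K1 host cells lacking M1 receptor as counterscreen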
M1 PAM parental – nonselective calcium activators in parental CHO-K1 cells, primary screen, counter-screen for M1 PAM project, cell-based, Fluo-8 calcium fluorescence, full deck, 1536-well. activation, % at 3 µM. hit rate 0.02% among 360,000. ATP EC20; 0% at ATP EC20, 100% at ATP max;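 active = activation above the run cutoff, the mean activation of all test compounds plus 3 SD, cut at about 40% in these data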;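 also: peak over basal fluorescence ratio in a 140 s read after ATP addition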
Active calls of the source: *; nt = no result given.

Sample of the layout (4 entries):
SMILES	TAAR1 antagonist	OXTR potentiator	CHO parental Ca	CHO-K1 Ca antag	CHRM1 agonist	M1 antag	TAAR1 ag	CHO-K1 Ca ag	M1 PAM parental
COc1ccc(NC(=O)c2ccc(C)cc2Cl)c([N+](=O)[O-])c1	2	-15	9	3	-5	5	2	-0.2	1
CCN(CC)c1ccc(C2C(C(=O)OC)=C(C)NC(C)=C2C(=O)OC)cc1	8	3	-7	4	-7	37*	9	-0.1	-4
COc1ccc(-c2noc(C3CCCN(S(=O)(=O)c4cccc(Cl)c4C)C3)n2)cc1OC (stereo not given)	22	-5	-30	-8	-5	11	8	0.4	10
COc1ccc(N(C)S(=O)(=O)c2cccc(C(=O)NC3CCCCC3C)c2)cc1 (stereo not given)	-15	2	-27	-12	-2	1	-2	3.8	13

Main list, previewed entries included:
SMILES	TAAR1 antagonist	OXTR potentiator	CHO parental Ca	CHO-K1 Ca antag	CHRM1 agonist	M1 antag	TAAR1 ag	CHO-K1 Ca ag	M1 PAM parental
COc1ccc(NC(=O)c2ccc(C)cc2Cl)c([N+](=O)[O-])c1	2	-15	9	3	-5	5	2	-0.2	1
CCN(CC)c1ccc(C2C(C(=O)OC)=C(C)NC(C)=C2C(=O)OC)cc1	8	3	-7	4	-7	37*	9	-0.1	-4
COc1ccc(-c2noc(C3CCCN(S(=O)(=O)c4cccc(Cl)c4C)C3)n2)cc1OC (stereo not given)	22	-5	-30	-8	-5	11	8	0.4	10
COc1ccc(N(C)S(=O)(=O)c2cccc(C(=O)NC3CCCCC3C)c2)cc1 (stereo not given)	-15	2	-27	-12	-2	1	-2	3.8	13
COc1ccc(/C=N/Nc2ncccc2[N+](=O)[O-])c(OC)c1	0	2	-13	-10	-7	-14	0	-1.3	-4
CCOC(=O)c1nn(-c2ccccc2)c(=O)c(C#N)c1C	-2	-1	-10	10	-3	-20	5	-0.3	6
CC1Nc2ccccc2C(=O)N1NS(=O)(=O)c1ccccc1 (stereo not given)	0	-7	-5	0	-2	-1	4	0.1	12
N/C(=N\NC(=O)c1cccs1)c1cc2cc(Cl)ccc2oc1=O	-9	0	-6	-10	0	-9	0	0.1	8
CC(=O)Nc1ccc(-c2nn[nH]n2)cc1Cl	8	-6	-17	-4	-2	-12	0	0.2	14
CCOC(=O)c1ccc(-n2cc(C(=O)c3cccnc3)nn2)cc1	-3	nt	nt	3	1	-22	0	0.2	-18
CC1=C(C(=O)Nc2ccccc2)C2(CCCCC2)C(C#N)=C(S)N1	-1	-17	0	-5	-2	1	2	0.1	12
COc1ccc(NC(=O)c2ccc(NC(=O)CN3CCN(c4ccccc4)CC3)cc2)cc1	8	-4	0	-13	-2	-7	3	0.3	7
CNc1nc(N)c([N+](=O)[O-])c(Nc2cccc(F)c2)n1	-45	-1	-14	-13	4	-11	27	0.5	17
COc1cccc(NC(=O)c2cccc(NC(=O)c3ccco3)c2)c1	2	nt	nt	-10	0	-5	3	4.3	14
COC(=O)C1=C(C)NC(=S)NC1c1sccc1C (stereo not given)	8	-8	-8	-9	-5	-14	4	0.2	-1
O=C(N/N=C/C=C/c1ccccc1)c1ccc(Br)cc1	-4	-2	5	-7	7	1	12	-0.3	-9
COc1ccc(N(Cc2ccccc2)S(=O)(=O)c2ccc(C)cc2)cc1	13	-34	-12	5	-8	-2	-1	0.1	-6
CCOC(=O)N1CCN(S(=O)(=O)c2ccc3c(c2)CC(C)N3C(C)=O)CC1 (stereo not given)	-16	-7	-20	-6	0	-5	14	4.5	-5
COc1ccc(NC(=O)CSc2nnc(Cc3ccc(C)cc3)c(=O)n2N)cc1OC	-7	-3	-7	-2	-4	-14	7	0.6	13
CCOC(=O)[C@]12CCCC=C1N(Cc1ccco1)C(=O)[C@H](CC(=O)N1CCSCC1)C2	10	nt	nt	-7	nt	nt	0	0.5	19
COc1ccc(CCNC(=O)CN2CCC(C)CC2)cc1OC	3	-6	9	0	-1	-7	7	-0.1	-2
CC(C)c1ccccc1NC(=S)NCC1(N(C)C)CCCCC1	-31	-10	-14	-11	10	-9	2	2.4	34
Nc1nc(CSCc2ccccc2)nc(N2CCOCC2)n1	6	-4	-9	10	-4	-1	-2	0.3	0
COc1ccc2nc(SCC(=O)N3CCCCC3)c(C#N)cc2c1	4	-2	-6	-5	-5	-13	1	-0.2	15
C/C(=N/NC(=O)c1cc2ccccc2cc1O)C1C(=O)c2ccccc2C1=O	-2	-15	-8	-7	0	-5	9	-0.2	1
Cc1ccc(S(=O)(=O)Nc2nc3ccccc3nc2N2CCN(c3ccccc3F)CC2)cc1	16	-9	-11	-1	-3	-16	8	0.3	8
Cc1onc(-c2ccccc2Cl)c1C(=O)O/N=C(\N)c1cccc([N+](=O)[O-])c1	2	nt	nt	2	-5	-1	3	0.9	-5
O=C(CN1CCCCCC1)Nc1ccc(Cl)cc1F	-5	-4	-11	-18	-9	-15	5	0.0	17
O=C(Nc1cccc(S(=O)(=O)NC2=NCCC2)c1)c1cnc(Cl)c(Cl)c1	3	-7	-31	-16	-2	2	3	1.0	2
O=C(NC(=S)Nc1ccc2oc(=O)ccc2c1)c1cc2ccccc2o1	4	-8	-5	-5	-1	-4	2	2.6	8
CC(NC(=O)Nc1ccccc1)C(c1cccs1)N1CCN(c2ccccc2)CC1 (stereo not given)	-15	3	-4	-11	-3	-1	-1	0.4	31
O=S(=O)(c1ccccc1)c1nc(-c2ccco2)oc1N1CCCCC1	2	-3	-1	-3	-3	5	-5	0.8	7
CC1C(c2ccccc2)N(C)C(c2ccccc2)CC1(O)c1ccc(F)cc1 (stereo not given)	18	-5	-29	0	-14	5	13	-0.4	8
CCOC(=O)CN1C(=O)CSc2ccccc21	12	-5	-8	1	-4	-2	5	0.4	12
CC(CCc1ccccc1)NC(=O)COC(=O)c1ccc([N+](=O)[O-])cc1 (stereo not given)	-4	-5	-18	-6	-3	6	0	1.8	-2
CC(=O)Nc1ccc(-c2ccnc3c2CC(C(=O)NCC2CCOCC2)O3)cc1 (stereo not given)	-17	nt	nt	0	0	-4	5	1.7	15
CCN1CCN(S(=O)(=O)c2ccc3c4c(cccc24)C(=O)N3CC)CC1	-19	-4	-18	4	-3	-11	8	-0.1	0
Cc1cc(NC(=O)c2ccc3c(c2)C(=O)N(CCC(C)C)C3=O)no1	4	-2	-10	1	-2	-1	2	0.0	-3
CC(=O)Nc1ccc(C(=O)N/N=C/c2cccnc2)cc1	1	0	-2	8	-1	-1	2	-0.7	-8
Cc1ccnc(NC(=O)c2ccc(Br)s2)c1	-28	6	-22	1	-5	-7	7	1.8	13
O=C(Nc1ccc2nc3n(c(=O)c2c1)CCCC3)c1ccccc1F	-21	-6	-12	-8	-5	-12	7	2.8	11
CC1CCCN(CC(O)COC(c2ccccc2)c2ccccc2)C1 (stereo not given)	-25	2	-29	-2	-14	18	2	0.8	-2
Cc1ccnc(NS(=O)(=O)c2ccc(NC(=O)CC(C)c3ccccc3)cc2)n1 (stereo not given)	-10	-2	-3	-7	-4	-8	0	0.3	0
O=C(NC1CCCCCC1)C1CCCN(S(=O)(=O)c2cnc[nH]2)C1 (stereo not given)	-13	1	-5	5	0	2	9	-0.1	-9
Cc1ccc(-c2n[nH]c(=O)c3ccccc23)cc1S(=O)(=O)Nc1ccccc1	47	-17	-16	-3	1	8	5	10	15
CC1=C/C(=N\OS(=O)(=O)c2ccccc2)C(C)=CC1=O	nt	-22	82*	37*	10	32*	nt	12	2
CCCCN1C(=O)C2NN=C(C(=O)OC)C2C1=O (stereo not given)	6	4	-2	-9	-2	-2	10	0.2	9
CN(C)/C=C/C(=O)c1cccc(Oc2ncccn2)c1	-1	1	-19	-21	-1	-11	0	0.6	5
COc1ccc(-c2cc3ccc(O)cc3oc2=O)cc1	-8	-10	4	-11	1	-11	-1	2.5	8
O=C(N/C(=C/c1cccc(Br)c1)c1nc(=S)[nH][nH]1)c1ccccc1	6	-4	9	-2	-6	-11	0	0.6	15
Cc1[nH]c2ccccc2c1C(=O)CSc1nc2ccccc2c(=O)n1-c1ccccc1F	29	-8	-17	nt	nt	nt	1	nt	nt
O=C(c1cccc(S(=O)(=O)N2CCCCCC2)c1)N1CCN(c2ccccc2)CC1	16	-6	-27	-18	-5	-2	2	3.4	13
O=C1CN(C(=O)COC(=O)c2cccc(OCc3ccccc3)c2)c2ccccc2N1	16	-4	-20	-15	-6	1	4	3.4	28
CN(C)CCCN(C(=O)c1cccs1)c1nc2cc3c(cc2s1)OCO3	-30	1	-12	-7	4	7	3	0.1	8
COc1ccc(C(=O)NC2CCSC2=O)cc1 (stereo not given)	-15	2	0	-13	-1	-12	4	-0.5	4
Cc1c(C(c2ccc(Br)cc2)c2c(C)n(C)n(-c3ccccc3)c2=O)c(=O)n(-c2ccccc2)n1C	10	0	-23	-9	-10	-12	2	0.0	16
Cc1ccccc1-c1nnc(SCc2ccccc2F)o1	4	-3	1	7	-4	-7	15	-0.2	3
CCCn1c(SCC(=O)Nc2ccc(OC)cc2[N+](=O)[O-])n[nH]c1=O	-2	-14	4	-8	-8	5	0	0.6	9
CC(=O)Nc1ccc(OCCOc2ccc([N+](=O)[O-])cc2)cc1	3	-7	1	-8	-3	0	1	6.9	8
COC(C/C=C/[C@@H](O)[C@H](C)OCc1ccccc1)OC	17	3	-8	-5	-1	1	4	0.5	-3
Next section:
SMILES	TAAR1 antagonist	OXTR potentiator	CHO parental Ca	CHO-K1 Ca antag	CHRM1 agonist	M1 antag	TAAR1 ag	CHO-K1 Ca ag	M1 PAM parental
COc1cccc(C2CC(=O)Nc3cc(C)c(C)cc32)c1 (stereo not given)	-4	nt	nt	-6	1	2	-1	3.1	7
COc1cccc(-n2cnc3cccc(N)c32)c1	2	-7	2	-5	6	-39	-2	1.3	7
N=c1sccn1CC(=O)Nc1ccc(S(N)(=O)=O)cc1	10	3	0	-3	-6	-3	1	0.2	-4
C=CCn1c(SCc2ccc(C(=O)Nc3ccccc3)cc2)nnc1-c1ccccc1	nt	-2	-14	-10	-7	2	nt	0.7	16
S=C(NCc1ccco1)N1CCN(C(c2ccccc2)c2ccccc2)CC1	22	-1	-13	3	-8	18*	1	0.3	6
